Screening results as filed in PubChem BioAssay.
MEKK3 PB1 HTS: MEKK3-MEK5 PB1 interaction, increase or decrease; actives 1.4% (n = 290,000); AID 1529; bead-based flow cytometry, Alexa488-MEK5 binding to MEKK3; actives lie on both sides; 0 = blocked by unlabeled MEK5, 100 = vehicle; binding response (% of control), % at 10 µM; Q99759;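 active = binding response more than 3 SD above or below the average of its plate-row segment, actives on both sides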;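 note: Alexa488 bead fluorescence after subtracting the streptavidin-only scavenger bead signal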
GalR3 antag: human GalR3 antagonism | O60755 | HEK293 GalR3-CNG cAMP membrane potential fluorescence; galR3 body fused to GalR1 C-terminus | inhibition, % at 3 µM | actives 0.44% (n = 360,000) | AID 651719;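 active = inhibition above the screen-wide average plus 3 SD, cut at about 13% in these data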;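 note: forskolin and galanin both at EC90 stimulate the cells; cAMP rise reported by CNG channel membrane potential dye signal; 0% = forskolin plus galanin with DMSO and 100% = forskolin alone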
CRFR2-BP antag: CRF-BP/CRF-R2 complex antagonism. HEK293 CRF-R2/CRF-BP, CRF-induced calcium fluorescence. inhibition, % at 11.8 µM. AID 588475. actives 0.59% (n = 350,000);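 active = inhibition of the ligand-induced calcium signal above about 50% at the single tested concentration, limit read from the data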
CRFR2-BP ag: CRF-BP/CRF-R2 complex agonism. HEK293 CRF-R2/CRF-BP, calcium dye fluorescence (FLIPR); percent of saturating CRF peptide response. activation, % at 13.2 µM. actives 0.46% (n = 350,000). AID 588473;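 active = activation of at least 50%, plus an integration ratio under a set limit after plate pattern correction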;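 note: plate controls were neutral control wells without compound for no effect and CRF at EC100 for full effect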
PHOSPHO1 inh: PHOSPHO1 (human) inhibition | recombinant PHOSPHO1, absorbance phosphatase assay | Q8TCT1 | actives 1.1% (n = 290,000) | inhibition, % at 13.3 µM; in the data active = inhibition above about 60%
M4 PAM: potentiates acetylcholine response at human M4 receptor. CHO-K1 hM4/Gqi5, Fluo-8 calcium fluorescence, ACh EC20; 0% = ACh EC20, 100% = maximal ACh. actives 0.4% (n = 360,000). P08173. activation, % at 3 µM;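 active = activation above its plate's cutoff, the mean activation of sample wells plus 3 SD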; note: some results filed as inactive read as strong as hits
IDE cell activ: activators of human insulin-degrading enzyme in cells; P14735; HEK cells, FAbeta-B cleavage, fluorescence polarization; 0% vehicle, 100% cell-free pure enzyme wells; activation, % at 5.96 µM; actives 0.073% (n = 340,000); AID 493087;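 active = activation above the mean of all tested compounds plus 3 SD, set per screening campaign, cut at about 17% in these data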
IDE cell inh: inhibitors of human insulin-degrading enzyme in cells; P14735; actives 0.41% (n = 320,000); inhibition, % at 5.59 µM; HEK cells, FAbetaB cleavage, fluorescence polarization;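 active = percent inhibition above the average of all tested compounds plus 3 SD, set per screening campaign, cut at about 16% in these data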;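 note: IDE supplied by intact live HEK cells; FP after avidin binding of uncleaved biotin substrate so inhibition keeps polarization high; 0% = DMSO wells and 100% = 60 µM reference IDE inhibitor Ii1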
p-CIP stab down: lowers stability of the mouse p/CIP coactivator protein; F442A p/CIP-EGFP cells, EGFP fluorescence, 16 h; decrease of EGFP signal, % at 10 µM; AID 1984; actives 0.01% (n = 290,000);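 active = EGFP signal decrease of at least 30% at 10 µM or well 3 SD below plate mean, unless failing retest; inactive = the rest, including hits failing retest or dose response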; note: some compounds called inactive have numbers as strong as hits; many of its hits are not listed in these tables
Starred values were filed as active, the others as inactive; x = no result given.

The first two records, ahead of the listing:
Below each SMILES – MEKK3 PB1 HTS	GalR3 antag	CRFR2-BP antag	CRFR2-BP ag	PHOSPHO1 inh	M4 PAM	IDE cell activ	IDE cell inh	p-CIP stab down
CC1=CC(C)(C)n2c(O)c(N=N)c3c(C)c(C)cc1c32
    75	-4	-13	3.2	33	-8	8	-3	-2
O=C(O)C(Cc1ccccc1-c1ccccc1)C(=O)O
    107	-9	16	-0.4	34	-3	-1	6	-3

The list itself, repeating the preview:
Below each SMILES – MEKK3 PB1 HTS	GalR3 antag	CRFR2-BP antag	CRFR2-BP ag	PHOSPHO1 inh	M4 PAM	IDE cell activ	IDE cell inh	p-CIP stab down
CC1=CC(C)(C)n2c(O)c(N=N)c3c(C)c(C)cc1c32
    75	-4	-13	3.2	33	-8	8	-3	-2
O=C(O)C(Cc1ccccc1-c1ccccc1)C(=O)O
    107	-9	16	-0.4	34	-3	-1	6	-3
O=c1cc(N2CCN(Cc3ccccc3)CC2)[nH]c(=O)n1-c1cccc(C(F)(F)F)c1
    97	-8	1	2.4	-2	8	2	5	0
Cc1ccc(-c2noc(CCC(=O)NCC3CCN(Cc4cccc(C)c4)CC3)n2)cc1
    102	-6	-1	3.0	-24	-12	0	0	1
O=C(NCc1cccnc1)Nc1cccc(F)c1
    103	-2	3	0.1	25	-6	5	0	19
C(=C/c1ccnc2nc(SC/C=C/c3ccccc3)nn12)/c1ccccc1
    100	-5	-4	3.7	12	-1	2	3	1
Cc1ccc(/C=C/C(=O)Nc2sc(C)c(C)c2C(=O)OC(C)C)o1
    86	5	-22	2.5	10	11	-3	3	-8
O=c1c2cc(NC(=S)N3CCCC3)ccc2nc2n1CCCCC2
    102	4	-6	-0.7	17	-15	-2	3	-2
Cc1ccc(S(=O)(=O)CCC(=O)OCc2ccc(Cl)cc2)cc1
    98	-5	14	-1.3	-4	-2	3	6	3
Cn1c(SCc2c(Cl)cccc2Cl)nnc1-c1cccs1
    95	-2	10	-0.6	41	-5	3	6	-7
c1ccc(C(CN2CCCCC2)Oc2ccccn2)cc1 (centres undefined)
    x	-5	-4	3.2	x	-17	5	x	x
COc1ccc(CN2C(=O)C(CC(=O)NC3CCCCC3)CC(C(=O)N(C(C)C)C(C)C)=C2C)cc1 (centres undefined)
    x	-6	1	-1.6	x	7	x	x	x
CCOC(=O)N1CCN(C(=O)c2ccc3oc(CCCc4ccccc4)nc3c2)CC1
    94	-3	8	1.3	18	0	2	3	-14
O=C(c1ccc2c(c1)N(Cc1ccc(F)cc1)CCS2)N1CCOCC1
    99	3	6	-0.5	5	-11	-4	5	-5
O=C(Nc1nc2ccc(F)cc2s1)C1=COCCO1
    x	-5	9	0.8	x	0	-5	2	x
COc1ccc(CCNC(=O)c2ccc(CS(=O)(=O)c3ccc(Cl)cc3)o2)cc1OC
    108	-4	-14	-0.3	-20	-12	-2	0	-12
CC(C)COc1ccc(-c2nnn(CC(=O)N3CCCC3)n2)cc1
    93	-4	2	-2.6	0	2	1	9	-9
C=CCn1cccc(/C=C/C(=O)c2ccc(C(C)(C)C)cc2)c1=S
    96	-4	-23	-1.3	4	-20	1	10	2
CCOc1cc(C(=S)N2CCOCC2)ccc1OS(=O)(=O)c1ccccc1
    103	-2	-12	-0.4	2	1	7	-4	-10
Cc1oc(C(C)(C)C)cc1C(=O)N1CCCC1C(=O)O (centres undefined)
    101	-5	3	1.2	17	-3	2	-5	-2
CC(=O)NCC(=O)NC1CCCc2c1cnn2-c1ccccc1F (centres undefined)
    106	-5	2	-0.2	-18	-1	0	2	5
CCCNC(=O)/C(C#N)=C1\N=C(NC(=O)c2cccs2)c2ccccc21
    100	2	-13	4.2	18	6	4	-8	-7
CS(=O)(=O)Nc1ccccc1Oc1ccccc1
    102	-3	25	-1.7	3	-8	8	1	-3
CCOC(=O)c1nnn(-c2ccc(OC)cc2)c1N
    97	2	16	-2.2	22	12	5	-6	-4
Cc1cccc2sc(N(CCCN(C)C)C(=O)c3sc4ccccc4c3Cl)nc12
    109	-10	-17	-0.5	7	-7	6	-2	1
NC(=O)Nc1ccc(C(=O)OCC(=O)Nc2ccc(Cl)cn2)cc1
    99	-3	-10	-0.6	1	-2	-2	-2	1
CCC(Oc1ccccc1)C(=O)NC1C(=O)N2C1SC(C)(C)C2C(=O)O (centres undefined)
    101	-1	-3	0.6	15	-2	-7	0	-15
CC(=O)Nc1cccc(C(=O)OC(C)C(=O)Nc2ccc(S(=O)(=O)N3CCCC3)cc2)c1 (centres undefined)
    x	-2	-17	2.6	x	-5	0	-2	x
COC(=O)c1ccc(N(CC(=O)NC2CCCCC2)C(=O)CNC(=O)c2ccco2)cc1
    103	-7	0	-0.6	32	0	1	5	-18
CC(C)N(C(=O)Cn1c(SCC(=O)Nc2nccs2)nc2ccccc21)C(C)C
    94	-4	4	1.2	-10	-2	0	-1	-29
CC1CCCCC1NC(=O)COc1ccc(-n2cnnn2)cc1 (centres undefined)
    100	-2	34	-0.5	17	19	10	0	-8
Cc1ccc(C(=O)Nc2ccc3c(c2)OCO3)cc1Cl
    103	0	x	x	18	1	0	2	-13
CC(C)NC(=O)NC(=O)COC(=O)c1ccc(NC(=O)CC#N)cc1
    93	-2	15	0.3	-7	1	-1	6	-6
N#CC1=C(SCC(=O)c2ccc(Cl)cc2)NC2=C(C(=O)CCC2)C1c1ccco1 (centres undefined)
    120	-7	-7	1.3	-2	-6	0	4	-3
Cc1cc2ncc(-c3ccccc3)nc2cc1C
    100	-6	-3	0.6	x	1	0	-1	4
CCc1noc(C)c1C(=O)Nc1nc(-c2cc(OC)ccc2OC)cs1
    x	-2	18	-0.2	x	-8	0	-1	x
CCOC(=O)N/N=C1\CCS(=O)(=O)c2ccc(Cl)cc21
    98	-4	-4	-2.2	-2	-2	2	2	-13
Cc1c(C(=O)NCc2ccc3c(c2)OCO3)oc2ccc(S(=O)(=O)N3CCCCC3)cc12
    105	-5	-27	13	10	-27	4	1	-14
O=C(NNS(=O)(=O)c1ccccc1)c1cnn(-c2ccccc2)c1-n1cccc1
    99	-4	-7	-1.1	-24	-2	2	4	-2
Cc1ccc(-n2c(N)c(C#N)c(-c3ccccc3)c(C#N)c2=O)cc1
    102	7	24	4.6	23	11	0	2	7
CCC(CC)C(=O)c1c[nH]c(C(=O)NCCc2ccccn2)c1
    107	1	0	2.5	6	3	2	1	-3
CC1CC(C)CN(S(=O)(=O)c2ccc(NN)nc2)C1 (centres undefined)
    102	-5	9	1.1	36	15	0	-6	-12
CCOc1ncccc1C(=O)N(CC)CC(=O)NCc1ccc(F)cc1
    103	-8	-2	1.2	-18	6	4	-3	-22
c1ccc(Cc2nc(-c3ccccn3)no2)cc1
    96	0	12	2.2	-1	9	-4	-6	-12
Cc1ccc(NC(=O)CN(C)C(=O)CCOc2ccccc2C)cc1
    97	0	1	0.1	-8	0	1	-6	-9
COc1ccc(OC)c(NCCN2C(=O)c3ccccc3C2=O)c1
    x	-4	8	-1.4	x	-1	x	x	x
CCC(=O)c1ccc(OCC(=O)OCC(=O)N2c3ccccc3CC2C)cc1 (centres undefined)
    x	-4	0	-0.6	x	1	3	2	x
O=C(CCNC(=O)c1ccco1)Nc1ccccc1
    100	-7	10	-1.1	23	16*	4	-3	-17
O=C(CCn1nnc2ccccc21)Nc1nnc(COc2ccc(F)cc2)s1
    98	-4	-15	-0.6	-6	2	2	-1	-5
Cc1cccnc1NC(=O)c1ccc(C(=O)c2ccccc2)cc1
    x	-2	9	-0.7	x	-1	2	-1	x
Cc1cc(C)c(S(=O)(=O)N(C)CC(=O)NCCN2CCOCC2)c(C)c1
    93	4	9	-0.6	28	0	4	3	0
N#Cc1ccccc1NC(=O)COc1ccccc1C(=O)Nc1ccccc1
    x	-2	-1	-1.2	x	2	3	2	x
NS(=O)(=O)c1ccc(NN=C2CCCCC2)c([N+](=O)[O-])c1
    103	-5	22	-0.7	-6	-3	2	-2	10
CCOC(=O)CNC(=O)c1cnn2cccnc12
    103	0	-23	-0.9	1	8	2	-6	-12
O=C1NC(Cc2ccc(O)cc2)c2nc3ccc(Br)cc3c(=O)n2-c2cc3ccccc3cc21 (centres undefined)
    x	-7	2	1.7	x	-6	x	x	x
CCCn1ncc(OC)c(Cl)c1=O
    96	-5	6	-0.8	3	-3	0	0	-11
Nc1nc(CSC(=S)N2CCCCC2)nc(Nc2ccccc2)n1
    94	-2	-18	0.0	37	-5	1	-2	-13
CC(C)C(=O)Nc1cccc(C(=O)Nc2nnc(C(C)(C)C)s2)c1
    95	0	3	-1.8	6	0	4	3	-9
O=C(Cc1ccc(F)cc1)NCc1cccnc1
    96	-7	7	0.7	39	0	-5	3	-3
C=CCNC(=S)N1N=C(c2ccco2)CC1c1ccco1 (centres undefined)
    x	-12	-9	-0.2	x	6	1	x	x

Carrying on.
Below each SMILES – MEKK3 PB1 HTS	GalR3 antag	CRFR2-BP antag	CRFR2-BP ag	PHOSPHO1 inh	M4 PAM	IDE cell activ	IDE cell inh	p-CIP stab down
CCOc1cc(/C=N/O)ccc1OCc1ccccc1F
    101	1	9	-1.7	2	-2	3	4	-6
C=C(C)Cn1c(SCC(=O)N/N=C/c2ccccc2)nc2ccccc2c1=O
    118	-5	-40	0.9	-1	6	5	6	1
O=C(COc1ccc(Cl)cc1)N1CCN(S(=O)(=O)c2ccc(Cl)cc2)CC1
    91	-6	-5	8.2	9	12	3	3	5
COC(=O)COC(=O)c1ccc(O)cc1
    104	6	31	4.9	-4	14	2	3	-6
COc1cc(C(=O)Oc2cccc(Nc3ncnc4ccccc34)c2)cc(OC)c1OC
    108	-6	-31	2.1	4	-28	-20	7	11
Cc1c(C(=O)OCC(=O)N(C)Cc2ccc(Cl)cc2)oc2ccccc12
    x	-6	0	0.7	x	3	4	0	x
COc1ccc2c(Cl)c(C(=O)NN)sc2c1
    102	-1	-22	-0.2	18	-8	-3	4	-5
